DT40 TDP1 CPT = growth inhibition of DT40 Tdp1-/-;hTDP1 cells with camptothecin (screen for TDP1 inhibitors); chicken DT40 Tdp1-/-;hTDP1 cells + 20 nM CPT, ATP luminescence, 48 h; Potency, µM (titrated, usually from 46.2 µM), for the others: top-dose activity change, negative = growth inhibition, usual class: inhibitors; hit rate 12% among 420,000; also: nearly all actives have a fitted effect of over 55% in size
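Chicken DT40 Tdp1-/- cells complemented with human TDP1, 400 cells/well, exposed to compounds plus 20 nM camptothecin for at least 48 h at 37 C; viability read as ATP content by CellTiter-Glo luminescence.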
N370S GC mod = inhibitors or activators of N370S glucocerebrosidase for Gaucher disease; P04062; N370S GC spleen homogenate, 4MU-glucoside fluorescence; Potency, µM (titrated, usually from 59.4 µM), inactives show top-dose activity change, negative = inhibition, hits mostly inhibitors; hit rate 0.092% among 330,000; AID 2101;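 also: 0% = full enzyme activity and -100% = no enzyme basal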
FEN1 inhibitor = blocks human flap endonuclease 1. P39748. Recombinant FEN1 flap cleavage, fluorescence, 15 min. Potency, µM (series often up to 114 µM), inactives show at the top dose activity change, negative = inhibition, most hits filed as inhibitors. hit rate 0.35% among 390,000. AID 588795; also: nearly all actives have a fitted effect of over 65% in size
Target sequence (P39748 whole entry, looked up): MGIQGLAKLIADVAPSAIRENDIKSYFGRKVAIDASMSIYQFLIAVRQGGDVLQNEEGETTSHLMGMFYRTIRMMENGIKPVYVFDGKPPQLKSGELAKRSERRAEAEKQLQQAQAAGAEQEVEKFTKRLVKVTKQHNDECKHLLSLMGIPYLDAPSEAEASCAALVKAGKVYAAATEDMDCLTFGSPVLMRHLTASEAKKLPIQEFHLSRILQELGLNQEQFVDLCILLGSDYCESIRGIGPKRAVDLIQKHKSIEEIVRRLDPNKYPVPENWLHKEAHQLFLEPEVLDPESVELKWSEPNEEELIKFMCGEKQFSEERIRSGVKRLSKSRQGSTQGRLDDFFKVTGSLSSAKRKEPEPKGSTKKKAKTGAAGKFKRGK
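Reaction started by adding substrate (50 nM final) to 10 nM enzyme after 15 min room-temperature compound preincubation. Reads at 0 and 15 min, with data normalized and fitted to a four-parameter Hill equation.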
* = called active by the depositor; ? = inconclusive; nt = no result given; & = joins results of further samples. Calls follow the shape of the dose curve; as a rule, active = well fitted curve in the direction sought with a large enough effect; inconclusive = small, poorly fitted or top-dose-only effect, or another doubt; inactive = no such curve, though single readings can be large; an effect the other way counts as inactive or inconclusive. Unless noted, % is scaled to controls: 0 for no effect and ±100 for the full control effect; potency is read from the fitted curve at half-maximal effect. These rows are one share of the data; rates above refer to the full screens.

molecule	N370S GC mod	FEN1 inhibitor	DT40 TDP1 CPT
CCOC(=O)Cn1c(N2CCCCCC2)nc2c1c(=O)[nH]c(=O)n2C	5%	0%	3%
O=C(CN1C(=O)CCS(=O)(=O)c2ccccc21)NCc1ccc2c(c1)OCO2	10%	-11%	3%
O=C(Nc1ccccc1)C1C2CCCCC21 (stereo unspecified)	3%	5%	-25%
COc1ccc2c(c1)c(CC(=O)Nc1ccc(C(C)=O)cc1)c(C)n2C(=O)c1ccc(Cl)cc1	12%	-11%&-7%	21µM*
C=CC[C@@H](CC(=O)N(CCO)Cc1ccccc1)C(=O)N[C@@H](COC(=O)[C@H](CC=C)CC(=O)OC(C)(C)C)Cc1c[nH]c2ccccc12	nt	-4%	?
CCCN1Cc2cccc(C(=O)NC3CCCC3)c2C1=O	8%	2%	-22%
OC(CNCCCN1CCCCC1)COc1ccccc1 (stereo unspecified)	-1%	0%	-1%
O=C1CN(C(=O)c2ccco2)C(c2ccc(F)cc2)c2cc(Cl)ccc2N1 (stereo unspecified)	nt	6%	-16%
COc1ccc(C2C3=C(CC(C)(C)CC3=O)Nc3n[nH]c(C)c32)cc1 (stereo unspecified)	-11%	8%	-10%
CC1=NN(c2cccc(C(=O)O)c2)C(=O)/C1=C\C=C\c1ccco1	-2%	22µM*	?
COc1ccc(CCc2c[nH]c(=O)c3cncnc23)cc1OC	nt	-16%	-19%
CC1C(=O)N(Cc2ccc(F)cc2)c2ccccc2N1C(=O)c1c(F)cccc1F (stereo unspecified)	-10%	-25%	16µM*
Cc1ccc(CONC(=O)/N=C/N(C)C)cc1	4%	3%	0%
CCCS(=O)(=O)N1CCCC(C(=O)NC2CCCCC2)C1 (stereo unspecified)	-1%	2%	-15%
CC(C)c1ccc(C(=O)Nc2ccc(CN3CCOCC3)cc2)cc1	-15%	-5%	?
C[n+]1ccccc1/C=C/c1ccc2ncccc2c1	-6%	-13%	5%
CCOC(=O)/C(=C/C=C1\Sc2cc(OCC)c(OCC)cc2N1CC)C(C)=O	-14%	?	7.3µM*
Cc1ccc(C(=O)NCC(c2ccco2)N2CCc3ccccc3C2)cc1C (stereo unspecified)	-4%	-4%	18µM*
Cc1ccc(CN2CC(C(=O)OCc3ccccc3Cl)CC2=O)cc1 (stereo unspecified)	1%	-4%	-20%
COc1ccc(CN(C)C(=O)c2sccc2-c2ccccc2)c(OC)c1	4%	-17%	?
O=C(CNC(=O)c1ccc2c(c1)OCO2)NCCOc1ccc(Cl)cc1	nt	-8%	-9%
COC(=O)c1cc(NC(=O)c2cccnc2)cc(C(=O)OC)c1	-1%	3%	-10%
CNC(=O)c1[nH]cnc1C(=O)Nc1ccccc1C	1%	7%	-21%
CC(=O)Nc1ccc(OCC(O)Cn2nc(C)c(C(C)=O)c2C)cc1 (stereo unspecified)	-13%	-2%	5%
CN(c1ccc(OCC(=O)NCCc2ccccc2)cc1)S(=O)(=O)c1ccc(Cl)cc1	?	0%	?
O=C(NC1(Cc2ccccc2)CCN(CCCc2ccccc2)C1=O)c1ccccc1 (stereo unspecified)	nt	2%	0.65µM*
Cc1ccc(/C=C/C(=O)Nc2cccc3cccnc23)o1	10%	-6%	12µM*
Cc1cc(C)n(C(=O)CCC(=O)NCc2ccccc2)n1	5%	8%	-14%
CC(=O)NS(=O)(=O)c1ccc(N=NN2CCCCCC2)cc1	-3%	-4%	24%
O=C(Oc1ccc(Br)cc1C(=S)N1CCOCC1)c1ccccc1	2%	-9%	10%
Cc1ccc(NC(=O)CSc2nccn(-c3ccc4c(c3)OCCO4)c2=O)cc1	-3%	0%	23µM*
Nn1c(SCc2csc(-c3ccccc3)n2)nnc1-c1cccs1	7%	0%	-7%
O=C1C2C3C=CC(CC3)C2C(=O)N1c1ccc(Cl)cc1Cl (stereo unspecified)	0%	-2%	-2%
O=C(O/N=C\c1ccc(N2CCCCC2)c([N+](=O)[O-])c1)c1cccc(Cl)c1	5%	-8%	-9%
CCOc1ccc(NC(=O)c2[nH]c(C)c(C(C)=O)c2C)cc1	-10%	13%	?
O=C(CCCn1c(=O)[nH]c2ccccc2c1=O)Nc1ccc(F)cc1	-2%	7%	-18%
COc1cc(OC)cc(C(=O)NN(CCC#N)C2=NS(=O)(=O)c3ccccc32)c1	-9%	-2%	3%
C=CCNc1oc(-c2cccc3ccccc23)nc1C#N	?	-5%	-7%
CN1CCN(CCC(=O)Nc2ccc(Br)cc2)CC1	-1%	-2%	-9%
CN=C1SC(CC(=O)Nc2ccc(C(C)=O)cc2)C(=O)N1C (stereo unspecified)	nt	-1%	-18%
Cc1ccc(-n2ncc(C(=O)N3CCCCC3)c2C2CCN(C(=O)OC(C)(C)C)CC2)c(C)c1	nt	1%	?
Cc1cc(C)c2[nH]c(C)c(CN3CCCCCC3)c(=O)c2c1	-19%	9%	-7%
Cn1c(=O)n(C)c2cc(NC(=O)c3ccccc3NS(C)(=O)=O)ccc21	-10%	-3%	11%
CC1CCCCN1C(=S)NC(=O)c1cccs1 (stereo unspecified)	23%	21%	?
COC(=O)C1CC(O)CN1C(=O)Nc1ccccc1 (stereo unspecified)	4%	6%	2%
CCCC#Cc1ccc2c(c1)COc1c3ccccc3nn1-2	-17%	-5%	?
Cc1ccc(/C=C/S(=O)(=O)N2CCC(C(=O)O)CC2)cc1	2%	-1%	-1%
CCCCn1c(-c2nonc2N)nc2ccccc21	8%	-16%	?
O=C(C=Cc1ccc2c(c1)OCO2)OCC=Cc1ccc2c(c1)OCO2	nt	5%	19%
Cc1ccc(C(=O)N(c2c(C)n(C)n(-c3ccccc3)c2=O)C(C)C)cc1	4%	-13%	-1%
COc1ccc(C2/C=C\CN(CC3CC3)C(Cc3ccccc3)C(=O)N2Cc2ccc(F)cc2)cc1 (stereo unspecified)	-4%	-6%	nt
COCCCNC(=S)N1CCN(C(c2ccccc2)c2ccccc2)CC1	-4%	-1%	-33%
O=C(c1ccc(S(=O)(=O)N2CCCCC2)cc1)N1CCCc2ccccc21	5%	-12%	?
NC(=O)c1ccccc1NC(=O)CSc1cn[nH]n1	-16%	11%	-18%
O=C(Oc1ccccc1)c1ccc(NC(=O)c2ccco2)cc1	1%	-14%	-8%
O=C(CSc1nnnn1C1CCCCC1)N1c2ccccc2Sc2ccccc21	11%	3%	?
CC(C)c1ccc(NC(=O)CSc2nnc(-c3ccccc3)n2C)cc1	nt	14%	-15%
Cc1cc(C)nc(-n2nc(C)cc2NC(=O)CN2CCCC2)n1	0%	-3%	-2%
Cc1ccc(NCCc2ccc(C)nc2)cc1	3%	0%	-23%
CCN(CC)C(=O)c1[nH]cnc1C(=O)N[C@@H](C)C(=O)OC(C)(C)C	-3%	-8%	-3%

Random excerpt: 5 compounds from above.
molecule	N370S GC mod	FEN1 inhibitor	DT40 TDP1 CPT
O=C(O/N=C\c1ccc(N2CCCCC2)c([N+](=O)[O-])c1)c1cccc(Cl)c1	5%	-8%	-9%
CN1CCN(CCC(=O)Nc2ccc(Br)cc2)CC1	-1%	-2%	-9%
NC(=O)c1ccccc1NC(=O)CSc1cn[nH]n1	-16%	11%	-18%
COCCCNC(=S)N1CCN(C(c2ccccc2)c2ccccc2)CC1	-4%	-1%	-33%
COc1cc(OC)cc(C(=O)NN(CCC#N)C2=NS(=O)(=O)c3ccccc32)c1	-9%	-2%	3%

(next part)
molecule	N370S GC mod	FEN1 inhibitor	DT40 TDP1 CPT
CC(=O)c1cccc(NS(=O)(=O)c2ccc3c(c2)NC(=O)CC(=O)N3)c1	nt	-5%	5%
O=C(O)C1=C[C@H](c2ccc3c(c2)OCO3)C[C@H](OCCCCO)O1	nt	13%	2%
O=C(CN(Cc1cccs1)C(=O)CCC(=O)Nc1ccccn1)NCc1ccccc1	8%	-2%	-5%
CCn1c2ccccc2c2nnc(NN)nc21	3%	-5%	?
CCCN1CCC(=O)N([C@H](CSc2ccccc2)Cc2ccccc2)CC1	-8%	4%&-17%	11µM*
Nc1nnc(SCC(=O)N2CCc3ccccc32)n1-c1ccccc1	-3%	-7%	-5%
O=C(COC(=O)Cc1c(Cl)cccc1Cl)Nc1ccc(OC(F)(F)F)cc1	6%	-21%	-6%
COc1ccc(NC(=O)N2CC[C@@]3(CCCN(C(=O)c4csnn4)C3)C2)cc1	5%	nt	2%
CCC/C(=N\NC(=O)C1CC1)c1ccccc1	nt	6%	-2%
Cc1ccc(C(=O)Nc2cccc(C(=O)N/N=C/c3ccccc3F)c2)cc1	1%	1%	?
COC(=O)Cn1c2ccc(C)cc2c2nc3ccccc3nc21	1%	13%	-3%
Cc1ccc(S(=O)(=O)N2CCN(C(=O)C(C)Cn3nc(C)c(C)c3C)CC2)cc1C (stereo unspecified)	-7%	21%	-14%
O=C(NCCCN1CCOCC1)c1cc2c(=O)[nH]c3ccccc3c2s1	-1%	-1%	?
Cc1nc2c(-c3ccc(F)cc3)c(C)nn2c(C)c1CCC(=O)Nc1ccc(F)cc1F	3%	-14%	-19%
Cc1ccc(-c2nc(C)sc2CC(=O)Nc2cccc(C)c2C)cc1	11%	1%	?
COc1ccc(OC)c(N(CC(=O)Nc2cccnc2)S(=O)(=O)c2ccc(OC)c(OC)c2)c1	-5%	7%	?
O=C(/C=C/c1c(Cl)cccc1Cl)NCCCn1ccnc1	nt	28%	0%
O=C(COc1ccc(Cl)cc1Cl)Nc1ccc(-c2ccc(N3CCOCC3)nn2)cc1	1%	-8%	-9%
Cc1ccc(C2CC(=O)c3cnc(N4CCN(c5ccccc5)CC4)nc3C2)cc1 (stereo unspecified)	-15%	1%	?
O=S(=O)(Nc1ncccn1)c1ccc(NS(=O)(=O)c2cccc(Cl)c2Cl)cc1	-6%	0%	7%
Cc1cc2nc3c(c(C(F)(F)F)n2n1)CCCC3	10%	-3%	1%
O=C(Cc1ccccc1)N/N=C\c1ccc(Br)o1	-10%	7%	-2%
C=C1CCN(C(CC(C)C)C(=O)OC)S(=O)(=O)c2ccccc21 (stereo unspecified)	-2%&15%	-3%&8%	?
Cc1ccc(Cl)cc1N1CCN(C(=S)NCc2ccco2)CC1	14%	-20%	-7%
O=C(OCC(=O)C12CC3CC(CC(C3)C1)C2)c1ccc(CO)cc1	nt	-2%	-26%
COc1ccc(CN(Cc2cc3cccc(C)c3[nH]c2=O)C(=O)N(C)C)cc1	4%	-5%	-20%
Cc1ccc(NC(=O)/C(=C\c2ccccc2)NC(=O)/C=C/c2ccccc2)cc1	-14%	-6%	-10%
Cc1cc(NC(=O)C23CC4CC(C2)CC(n2cnc([N+](=O)[O-])n2)(C4)C3)no1	1%	-11%	2%
COCCn1c(SCC(=O)NCCCN2CCCC2=O)nc2ccccc2c1=O	nt	-7%	0%
C/C(=N\Nc1cc(C(F)(F)F)ccc1Cl)c1ccncc1	24%	-9%	-5%
COc1ccc(CNC(=O)CCn2cccn2)cc1	nt	14%	-1%
COc1ccccc1S(=O)(=O)Cc1ccc(C(=O)NCc2ccco2)o1	1%	-16%	-3%
COc1ccc(S(=O)(=O)Nc2cc(C(=O)NC(C)C)ccc2N2CCOCC2)cc1	8%	-10%	?
Cc1ccc(S(=O)(=O)c2cc3c(=O)n4cccc(C)c4nc3n(CC3CCCO3)c2=N)cc1C (stereo unspecified)	-6%	-12%	5.8µM*
O=C(N/N=C\C=C\c1ccc2c(c1)OCO2)C1COc2cc3ccccc3cc2O1 (stereo unspecified)	1%	-4%	-10%
O=C(NCCN1CCCCC1)c1ccc(F)cc1Cl	-30%	-6%	-14%
CC(OC(=O)CCCN=C1NS(=O)(=O)c2ccccc21)C(=O)Nc1ccc(F)cc1Cl (stereo unspecified)	-13%	2%	-4%
COc1ccc(NC(=O)CN(c2ccc(OC)cc2)S(=O)(=O)c2ccc(OC)c(OC)c2)cc1	0%	-6%	-27%
Cc1ccc(-c2noc(-c3cc4ccccc4oc3=O)n2)cc1	9%	8%	1%
CCOC(=O)N1CCN(c2c(NCC3CCCO3)c(=O)c2=O)CC1 (stereo unspecified)	21%	-8%	-11%
COc1ccc(-c2nnc(N(C)C(=O)c3ccno3)s2)cc1	7%	6%	-17%
C[C@@H]1COC(=O)[C@H](NC(=O)OCC2c3ccccc3-c3ccccc32)C/C=C\C[C@@H](CC(=O)N(CCO)Cc2ccccc2)C(=O)N1	nt	2%	9.2µM*
